# From PubChem BioAssay
# MrgX1 antag: antagonists of human MrgX1 receptor, primary screen, HEK293 cells, Fluo-4 calcium flux | Mas-related G-protein coupled receptor member X1 (Homo sapiens), Q96LB2 | B-score at 10 µM | BAM8-22 antagonism; active compounds read low | 1.3% of 310,000 active;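 active = calcium-response B-score plate-corrected more than 3 library SD below zero, starting fluorescence within 5 deviations, no agonist response on first addition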;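 note: peak minus trough fluorescence over baseline after final BAM8-22 challenge near maximal dose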
# Target sequence (Q96LB2 whole entry, looked up): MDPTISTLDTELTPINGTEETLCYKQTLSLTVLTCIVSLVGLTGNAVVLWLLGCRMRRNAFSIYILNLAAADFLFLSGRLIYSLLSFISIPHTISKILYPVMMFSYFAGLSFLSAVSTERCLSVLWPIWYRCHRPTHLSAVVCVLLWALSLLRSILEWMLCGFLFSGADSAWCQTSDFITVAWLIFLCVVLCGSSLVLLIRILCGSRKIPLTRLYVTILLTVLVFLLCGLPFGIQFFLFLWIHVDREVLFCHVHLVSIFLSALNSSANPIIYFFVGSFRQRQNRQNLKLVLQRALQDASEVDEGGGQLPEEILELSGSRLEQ
# SKKanGAS inh: S. pyogenes SKKanGAS growth inhibitors in kanamycin, primary screen, streptokinase expression inhibitor project, SKKanGAS strain, BacTiter-Glo luminescence | inhibition, % at 7.5 µM | 6 h | AID 1662, 2009 | 1.3% of 300,000 active;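 active = mean replicate score, as percent of positive control median, at least 50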;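 note: strain carries kanamycin resistance gene driven by streptokinase promoter and grows in 40 µg/ml kanamycin; loss of luminescence reflects streptokinase promoter inhibition or plain growth inhibition; 0% = median of DMSO wells and 100% = positive control at its reference dose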
# TRPC4 inh: inhibitors of mouse TRPC4 channel, primary screen, Fluo4 calcium, HEK293 TRPC4beta/mu-opioid cells; Short transient receptor potential channel 4 (Mus musculus), Q9QUQ5; 0.39% of 300,000 active; DAMGO-evoked Fluo4 calcium flux; active compounds read low; B-score at 10 µM;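 active = B-score over 3 SD under the library average, no early fluorescence shift, positive overall ratio signal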
#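 Material: HEK293 cells with stable TRPC4beta plus mu-opioid receptor expression; probe or stimulus: DAMGO in two steps, submaximal then maximal; technique: Fluo4 calcium fluorescence by kinetic imaging, 5 s 1 Hz baseline; measure: integrated fluorescence ratio relative to baseline, converted to per-well B score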
# HIF act: HIF pathway transcriptional activators, primary screen, cell-based, U2OS HRE-luciferase, luminescence; U2OS HRE-luciferase reporter; normalized: DMSO 0%, desferrioxamine 100%; activation, % at 7.5 µM (by protocol); 0.32% of 300,000 active; AID 1910, 2009;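 active = mean activation of at least 10% of the iron chelator positive control signal, with at least half of replicates also reaching 10%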
# TRPC6 inhibitor: mouse TRPC6 channel inhibitors, primary screen, cell-based, HEK293, membrane potential dye. ACh-evoked depolarization; active compounds read low. 1.1% of 310,000 active. Short transient receptor potential channel 6 (Mus musculus), Q61143. B-score at 10 µM;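 active = B-score under library mean minus 3 SD, initial fluorescence not abnormally high, positive integrated signal ratio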;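 note: B-score derived from integrated fluorescence ratio over the kinetic read; more negative B-score means stronger inhibition of depolarization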
# TRPC4 potent: positive allosteric modulators of TRPC4, primary screen, cell-based, mouse TRPC4beta, HEK293 mu-opioid, Fluo-4 calcium; Short transient receptor potential channel 4 (Mus musculus), Q9QUQ5; DAMGO EC20, Fluo-4 Ca2+ flux; active compounds read high; B-score at 10 µM; 0.42% of 310,000 active; AID 2227, 2009;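 active = B-score of calcium response area above 5 SD of library B-scores, with initial fluorescence ratio within 5 SD of library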;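 note: B-score of integrated fluorescence ratio over time as area under calcium response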
# KLF5 inhibitor: KLF5 expression inhibitors, primary screen, DLD-1 cells, luminescence; 0.23% of 290,000 active; inhibition, % at 5 µM; DLD-1 KLF5 promoter-luciferase reporter;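 active = inhibition above a per-plate limit of that plate's mean compound inhibition plus 3 SD, cut at about 60% in these data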;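 note: 0% = DMSO wells and 100% = LY294002 at 200 µM; higher means less KLF5 promoter-driven luciferase light; inactives centre near -14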
# TRPC6 activator: mouse TRPC6 channel activators, primary screen, cell-based, HEK293, membrane potential dye. Short transient receptor potential channel 6 (Mus musculus), Q61143. HEK293-TRPC6 membrane potential dye fluorescence; active compounds read high. B-score at 10 µM. 0.13% of 310,000 active;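 active = B-score of the integrated fluorescence ratio above library mean plus 3 SD, and starting fluorescence ratio within library mean plus 5 SD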;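 note: higher score means more depolarization so channel activation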
# TRPC4 agonist: activators of mouse TRPC4 channel, primary screen, Fluo4 calcium, HEK293 TRPC4beta/mu-opioid cells; Short transient receptor potential channel 4 (Mus musculus), Q9QUQ5; Fluo4 calcium fluorescence; active compounds read high; B-score at 10 µM; 0.49% of 310,000 active; AID 2237, 2010;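 active = B-score above 5 SD of library B-scores, and initial fluorescence ratio not above library mean plus 5 SD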;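 note: positive B-score marks a calcium rise read as TRPC4 activation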
#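 Material: HEK293 stable line with TRPC4beta plus mu-opioid receptor; technique: Fluo4 calcium-sensitive dye fluorescence, kinetic, 1 Hz baseline; timing: Fluo4 dye loading 45 min at room temperature, 110 s recording; controls: assay buffer as low control, maximal DAMGO as high control; read-out: integrated baseline-normalised fluorescence ratio, converted to per-well B score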
# IEC-6 tox: cytotoxicity in IEC-6 intestinal epithelial cells, primary screen, cytotoxicity control for KLF5 inhibitor project, cell-based, luminescence | 0.78% of 290,000 active | IEC-6 cytotoxicity, luminescence viability | AID 1825, 2009 | inhibition, % at 5 µM; in the data active = inhibition above about 22%;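 note: 0% = plate median of test compound wells and 100% = cytotoxic reference compound wells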
# aSyn 5UTR inh: MLPCN primary screen, SNCA 5' untranslated region. alpha-synuclein 5'UTR reporter, inhibitor activity. inhibition, % (tested at 7.5 µM). 0.82% of 300,000 active; in the data active = inhibition above about 60%;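 note: H4 neuroglioblastoma cells stably carrying SNCA 5'UTR luciferase fusion; 0% = DMSO wells and 100% = positive control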
# * marks the source's active call; other numbers are inactive results; i = inactive; nt = not tested or not shown; & = joins results of further samples.
SMILES,MrgX1 antag,SKKanGAS inh,TRPC4 inh,HIF act,TRPC6 inhibitor,TRPC4 potent,KLF5 inhibitor,TRPC6 activator,TRPC4 agonist,IEC-6 tox,aSyn 5UTR inh
COc1ccc(N2CCN(CC(=O)NC(C)c3ccccc3)CC2)cc1 (stereo unspecified),i,-2,i,-2.2,i,i,-22,i,i,-2,2
Cc1ccc(-n2cccc2/C=C2/C(=N)N3C(=NC2=O)SN=C3S(C)(=O)=O)cc1,i,48,i,-0.4,i,i,-3,i,i,-6,21
Fc1ccc2c(c1)/C(=N/Nc1ccccn1)CCS2,i,19,i,0.7,i,i,-35,i,i,12,-72
O=C(CN1C(=O)CSC1=O)Nc1ccccc1N1CCOCC1,i,-4,i,0.2,i,i,-28,i,i,-1,-10
Cc1ccc(N=Nc2ccc(O)c3ncccc23)cc1C,i,88*,i,7.3,i,i,-27,i,i,4,74*
O=C(CCCCn1c(=O)c2ccccc2n(CC(=O)Nc2ccc(F)cc2)c1=O)NCc1ccco1,i,-3,i,-0.3,i,i,2,i,i,-3,-13
CC(C)CCN(C(=O)CNC(=O)c1ccco1)C(C(=O)NC1CCCCC1)c1cccnc1 (stereo unspecified),i,2,i,0.1,i,i,-41,i,i,3,5
CN(C)S(=O)(=O)c1ccc2oc(SCC(=O)Nc3ccccc3F)nc2c1,i,-8,i,2.4,i,i,-118,i,i,-2,-147
CC(=O)Nc1ccc(/C=C/c2nc3ccccc3[nH]c2=O)cc1,i,0,i,0.9,i,i,-71,i,i,-5,-83
Cc1cc(N/N=C/c2ccccc2F)nc(NCc2ccccc2)n1,i,-12,i,0.3,i,i,-16,i,i,3,-22
CC1CCCCC1NC(=O)C1CCN(S(=O)(=O)c2ccc3c(c2)CCC(=O)N3)CC1 (stereo unspecified),i,-5,i,nt,i,i,-38,i,i,2,-1
CN=C1SC(C(=O)Nc2ccccc2Cl)CC(=O)N1c1ccc(OC(F)(F)Cl)cc1 (stereo unspecified),i,1,i,-0.5,i,i,1,i,i,-1,19
Cc1ccc(NC(=O)c2ccc(N3C(=O)C4CC=C(Cl)CC4C3=O)cc2)cc1 (stereo unspecified),i,0,i,0.4,i,i,-39,i,i,3,-18
CCOc1ccc(NC(=O)CCNC(=O)Cn2ccc3ccccc3c2=O)cc1,i,1,i,0.3,i,i,-4,i,i,-4,34
O=C(NCC1(c2ccccc2)CCCC1)C(=O)NCC1(c2ccccc2)CCCC1,nt,-2,i,-0.8,i,i,-24,i,i,1,-13
CC1CCCCN1S(=O)(=O)c1ccc2c(c1)CCN2C(=O)C1CC1 (stereo unspecified),i,0,i,0.0,i,i,-17,i,i,8,15
O=C(CN1C(=O)CCS(=O)(=O)c2ccccc21)NCCc1ccccc1,i,5,i,0.4,i,i,-4,i,i,-3,11
O=C(CSc1nnnn1-c1ccc(F)cc1)NNC(=O)c1ccco1,i,-5,i,-2.1,i,i,-38,i,i,-3,1
Cc1ccc(OCCOCCN2CCN(C)CC2)c([N+](=O)[O-])c1,i,3,i,0.1,i,i,-7,i,i,-7,-1
COc1ccc(OCC(=O)Nc2cccc3ncccc23)cc1,i,-18,i,-0.3,i,i,10,i,i,4,-13
CCOC(=O)C(C(=O)OCC)C(Nc1ccccc1)c1ccccc1 (stereo unspecified),i,-9,i,0.6,i,i,-25,i,i,2,-30
O=C(N/N=C/c1ccccn1)c1ccc(S(=O)(=O)N2CCCCCC2)cc1,i,3,i,-0.1,i,i,4,i,i,0,20
COc1ccccc1CCN=C(N)NS(=O)(=O)c1ccc(F)cc1,i,-6,i,0.0,i,i,-30,i,i,-7,-20
O=C(CSc1ncnc2c1cnn2Cc1ccccc1)Nc1ccc2c(c1)OCCO2,i,5,i,-0.1,i,i,-5,i,i,-3,-20
CCOC(=O)C1(Cc2cccc(F)c2)CCN(Cc2cnc(C)s2)CC1,i,1,i,0.0,i,i,-26,i,66*,2,-7
O=C(CCc1ccccc1)Nc1cccnc1Cl,i,0,i,0.4,i,i,-16,i,i,-4,-64
CC1=C(C(=O)OC(C)C)C(c2ccsc2)NC(=O)N1C (stereo unspecified),i,0,i,0.7,i,i,-29,i,i,-5,0
O=C(CCC(=O)OCc1ccc(Cl)cc1)Nc1cccc([N+](=O)[O-])c1,i,-14,i,-0.8,i,i,-19,i,i,-3,4
COC(=O)c1ccccc1NC(=O)c1cccs1,i,8,i,-0.7,i,i,1,i,i,3,10
c1ccc2[nH]c(-c3ccnc4ccccc34)nc2c1,i,6&2,i,1.4&2.1,i,i,-111&-83,i,i,-4&2,-96&-139
CCc1ccc(NC(=O)N(Cc2cccnc2)Cc2ccco2)cc1,i,-3,i,nt,i,i,-24,i,i,0,nt
NC(=O)CSc1nnc(Cn2c(=O)sc3ccccc32)n1-c1cccc(Cl)c1,i,6,i,-0.1,i,i,-18,i,i,-1,14
CC(C)(C)NCCCOc1ccc(Cl)cc1C(C)(C)C,i,6,i,0.1,i,i,-24,i,i,8,-19
CCC(C)C(NC(N)=O)C(=O)Nc1ccc(S(=O)(=O)Nc2ccc(OC)cc2)cc1 (stereo unspecified),i,1,i,-0.7,i,i,3,i,i,2,-5
Cc1sc(N)c(C(=O)c2ccccc2Cl)c1C,i,-3,i,0.1,i,i,-22,i,i,0,2
O=c1oc2ccccc2n1CCn1c2ccccc2c2nc3ccccc3nc21,i,-16,i,0.1,i,i,-4,i,i,2,7
COc1ccccc1N1CCN(/N=C\c2ccccc2)CC1,i,-2,i,5.7,i,i,-89,i,i,4,-103
CC(C)(C)n1nnnc1C(c1cccs1)N(Cc1ccccc1)Cc1ccco1 (stereo unspecified),i,-14,i,-0.2,i,i,4,i,i,0,23
CCN(CC)c1ccc(N=CN2CCOCC2)cc1,i,-4,i,1.2,i,i,-11,i,i,1,5
c1ccc2c(Nc3nnc(-c4ccncc4)s3)cccc2c1,i,5,i,2.5,i,i,-46,i,i,5,-186
O=C(N/N=C\c1cccs1)c1ccccc1-n1cccc1,i,-4,i,0.4,i,i,19,i,i,5,-27
C=CCn1c(SCc2cccc(F)c2)nc2cc(C(=O)N3CCC(C(N)=O)CC3)ccc2c1=O,i,-6,i,0.3,i,i,0,i,i,-4,-19
CCOC(=O)N1CCN(C(=O)C2CCN(S(=O)(=O)c3ccc(NC(C)=O)cc3)CC2)CC1,i,0,i,0.6,i,i,-30,i,i,6,15
CC(C)(C)NC(=O)C(=O)NNC(=O)C12CC3CC(CC(C3)C1)C2,i,0,i,-1.0,i,i,-38,i,i,-6,-3
Cc1ccc(NC(=O)Cc2c(Cl)cccc2Cl)cc1S(=O)(=O)N(C)C,-19*,2,i,-0.3,i,i,-13,i,i,2,25
CCc1ccccc1N(C(C)=O)c1nc(CCl)cs1,i,-20,i,0.0,i,i,-3,i,i,0,-43
Cc1cc(O)ccc1Nc1nc(-c2cccs2)cs1,i,27,i,0.1,i,i,-127,i,i,-1,-101
COc1ccccc1CNC(=O)CSc1nc2ccccc2c(=O)n1CCCN1CCOCC1,i,3,i,0.0,i,i,-1,i,i,-2,15
O=C(c1ccc2ncsc2c1)N1CCCCC1,i,-6,i,0.2,i,i,-18,i,i,3,6
O=C(CN1CCN(c2ccc(O)cc2)CC1)N1CCc2ccccc21,i,1,i,0.0,i,i,8,i,i,-6,6
CCS(=O)(=O)N1CCC(C(=O)NCCCN2CCCCCC2)CC1,i,2,i,-0.2,i,i,0,i,i,-1,19
COC(=O)c1ccc(COc2ccc(F)cc2)o1,i,-3,i,-0.3,i,i,-23,i,i,2,-32
CCOCCc1nnc(NC(=O)COC)s1,i,-3,i,-0.2,i,i,-11,i,i,2,6
CN(C)Cc1ccccc1C(O)(c1ccccc1)c1ccccc1,i,5,i,-8.8,i,i,-19,i,i,-3,4
CCCCCC1CC(=O)C=C(C)C1C(=O)OC (stereo unspecified),i,-2,i,0.0,i,i,-20,i,i,-5,-6
CC(C)(C)[C@@H]1C=C(C(=O)Nc2ccccc2)O[C@H](OCc2ccc(CO)cc2)C1,i,0,i,1.9,i,i,-18,i,i,1,-16
COC(=O)c1ccc(C(=O)OC)c(NC(=S)N2CCC(C(N)=O)CC2)c1,i,1,i,-0.1,i,i,-23,i,i,-4,1
O=C(Cc1coc2ccc3ccccc3c12)NC1CCCc2ccccc21 (stereo unspecified),i,7,i,-0.3,i,i,5,i,i,2,3
COC(=O)c1ccc(NC(=O)CN2CCCC2)cc1,i,5,i,-0.1,i,i,-18,i,i,6,-1
COc1cc(NC(=O)c2cccnc2SC)cc(OC)c1,i,0,i,0.2,i,i,-4,i,i,-2,-24

# New compounds follow
SMILES,MrgX1 antag,SKKanGAS inh,TRPC4 inh,HIF act,TRPC6 inhibitor,TRPC4 potent,KLF5 inhibitor,TRPC6 activator,TRPC4 agonist,IEC-6 tox,aSyn 5UTR inh
Cc1ccc(S(=O)(=O)N/N=C2/CC(c3ccccc3)Oc3ccccc32)cc1 (stereo unspecified),i,27,i,0.9,i,i,-17,i,i,-12,-2
CC(=O)Nc1ccc(NC(=O)CCNS(=O)(=O)c2cccc3nsnc23)cc1,i,-12,i,0.2,i,i,-8,i,i,2,-21
O=C(NC(CSSCC(NC(=O)c1ccccc1)C(=O)O)C(=O)O)c1ccccc1 (stereo unspecified),i,-1,i,-0.1,i,i,-6,i,i,-9,-5
COc1ccccc1C(=O)NCC(=O)N1CCN(S(=O)(=O)c2ccc3c(c2)OCCO3)CC1,i,-6,i,-1.7,i,i,nt,i,i,nt,11
COCCCn1c(Cc2csc(Nc3ccccc3)n2)nnc1SCC(N)=O,i,0,i,-0.3,i,i,-53,i,i,-4,-25
